Lipid droplet: modulators of hepatic lipid droplet formation; AML12 mouse hepatocytes, oleate lipid droplets, BODIPY imaging; inhibition, % at 6.5 µM; 240,000 compounds, 0.4% hits; AID 1656;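 active = lipid droplet intensity inhibited by at least 50%, with more than 500 cells counted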
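Material – mouse AML12 hepatocyte cell line, fixed after treatment · Compound dosing – one dose, 6.5 µM compound · Times – compound with oleate, overnight · Measured by – Image-based BODIPY and DAPI two-channel analysis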
NOD2 inhibition: NOD2 signaling inhibitors, cell-based, luminescence, uHTS, HEK293 (AID 1566); HEK293 NOD2/NF-kB luciferase reporter, luminescence; higher % means a stronger effect; inhibition, % at 4 µM, or EC50 in µM where a hit was titrated; 290,000 compounds, 0.63% hits; in the data active = inhibition above about 50%; note: many of its hits are not listed in these tables
Lipid droplet cells 6.5 µM: second read-out of Lipid droplet, no call of its own (marks repeat the call); cell count; measured here: cell count, cytotoxicity flag;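 cells counted across two imaged fields per well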
* marks the source's active call; other numbers are inactive results. An excerpt; rates above refer to the full screens.

SMILES	Lipid droplet	Lipid droplet cells 6.5 µM	NOD2 inhibition
CCn1c(=S)sc2c(=O)[nH]c(SCC(=O)Nc3cc(OC)ccc3OC)nc21	11	732	3%
CC1CCCC(C)N1C(=O)COC(=O)c1ccc(F)c(S(=O)(=O)N2CCOCC2)c1 (configuration not stated)	17	831	15%
COCCCN1C(=O)C(=O)/C(=C(/O)c2ccc(S(=O)(=O)N3CCOCC3)cc2)C1c1ccc(C)cc1 (configuration not stated)	-8	824	14%
CC(=O)N1CCc2cc(S(=O)(=O)NCCC(=O)NC3CCCCCC3)ccc21	-3	688	34%
CCOC(=O)COc1ccc(Br)cc1/C=C1\SC(N)=NC1=O	2	846	-4%
CC(=O)c1ccc(NC(=O)CCCN2C(=O)COc3ccc(C)cc32)cc1	8	752	10%
COc1cccc(C(=O)NNS(=O)(=O)c2ccc(F)cc2)c1	-7	803	-14%
C[C@H](NC(=O)C1CCN(S(=O)(=O)c2ccccc2)CC1)C(=O)NCc1ccc(Cl)c(Cl)c1	-1	706	17%
CC1CN(C(=O)CCC(=O)NC2CCN(Cc3ccccc3)CC2)c2ccccc2O1 (configuration not stated)	-2	741	16%
FC(F)(F)c1ccccc1CN1CCCC(N2CCN(c3ccccc3)CC2)C1 (configuration not stated)	-3	795	-18%
COc1cccc(Oc2ccc(C(F)(F)F)cc2NC(=O)CCc2nc3ccccc3c(=O)[nH]2)c1	-8	886	13%
C=CCn1c(SCC(=O)NCC2CCCO2)nc2scc(-c3ccccc3)c2c1=O (configuration not stated)	-18	820	4%
COc1cccc(NC(=O)CCNC(=O)C2CCN(S(=O)(=O)c3ccc(F)cc3)CC2)c1	20	720	-1%
COc1ccc(S(=O)(=O)N2CCN(C)CC2)cc1C(=O)N1CCCCC1	7	828	-4%
CCCCC(O)(c1ccc(F)cc1)C(CN1CCOCC1)c1ccc(Cl)cc1 (configuration not stated)	-14	750	8%
N=c1c(C(=O)NCCN2CCOCC2)cc2c(=O)n3ccccc3nc2n1CCc1ccccc1	-9	700	-15%
CN1CN=C(NS(=O)(=O)c2ccc([N+](=O)[O-])cc2)NC1	1	620	9%
CN(C)S(=O)(=O)N1CCN(CC(=O)Nc2ccc(F)cc2)CC1	9	828	2%
CCOCCCN(C)C1CCN(C(=O)c2oc3ccccc3c2NC(=O)COc2ccc(F)cc2)CC1	-4	658	-10%
O=C(Cn1c(=O)c2cccn2c2ccccc21)NCCCN1CCCCC1	-18	747	17%
Cc1ccc(C)c(S(=O)(=O)N2CCCOC2CNC(=O)C(=O)NCCN2CCOCC2)c1 (configuration not stated)	3	669	6%
CC1(C)Cc2c(sc(NC(=O)C(=O)N3CCCC3)c2C(N)=O)CO1	-10	769	15%
CC(=O)Nc1ccc(NC(=O)CSc2nnc(CC(C)O)n2-c2ccccc2)cc1 (configuration not stated)	-3	863	6%
COc1cccc(CN2CCNC(=O)C2CC(=O)NC2CCCCCCC2)c1 (configuration not stated)	-2	714	13%
CN(C)S(=O)(=O)c1cccc(COC(=O)c2cnccn2)c1	8	787	8%
Cc1ccc(C)c(OC(=O)c2cccnc2)c1	20	804	0%
CCCCc1cc(=O)oc2cc(C)cc(OCC(=O)N3CCC(C(N)=O)CC3)c12	-2	792	7%
Oc1ccc(Br)cc1/C=N/Nc1ccccn1	-3	853	21%
Cc1cc([N+](=O)[O-])ccc1NC(=O)CSc1nncn1-c1ccccn1	-22	718	16%
COc1ccc(NC(=O)CN2C(=O)NC(c3ccccc3)(c3ccccc3)C2=O)cc1OC	105*	784*	2%

Random excerpt: 3 entries already listed, in no set order.
SMILES	Lipid droplet	Lipid droplet cells 6.5 µM	NOD2 inhibition
Cc1cc([N+](=O)[O-])ccc1NC(=O)CSc1nncn1-c1ccccn1	-22	718	16%
CC(=O)Nc1ccc(NC(=O)CSc2nnc(CC(C)O)n2-c2ccccc2)cc1 (configuration not stated)	-3	863	6%
COc1ccc(NC(=O)CN2C(=O)NC(c3ccccc3)(c3ccccc3)C2=O)cc1OC	105*	784*	2%

Remaining list, next part:
SMILES	Lipid droplet	Lipid droplet cells 6.5 µM	NOD2 inhibition
COc1ccc(N2CCN(C(=O)CN3C(=O)NC(c4ccc(OC)cc4)(c4ccc(OC)cc4)C3=O)CC2)cc1	3	721	2%
CCOc1ccccc1NC(=S)NC(=O)C1CC1	-7	714	7%
CC(C)C[C@H](NC(=O)c1nc[nH]c1C(=O)N[C@@H](CCCCNC(=O)OC(C)(C)C)C(=O)OC(C)(C)C)C(=O)OCc1ccccc1	-2	887	-1%
Cc1ccc(N2CC(C)Cn3c2nc2c3c(=O)[nH]c(=O)n2C)cc1C (configuration not stated)	-12	783	14%
O=C(C1=C(O)C(=O)N(Cc2ccco2)C1c1cccc(Cl)c1)c1ccco1 (configuration not stated)	14	819	-21%
COc1ccccc1CNC(=O)Cn1c(=O)oc2cc(S(=O)(=O)N3CCCC3)ccc21	-78	415	14%
COc1ccc(N2C(=O)C(CC(=O)O)S/C2=N\N=C\c2cccs2)cc1 (configuration not stated)	14	858	0%
C/C(=N/NS(=O)(=O)c1ccccc1)c1c[nH]c2ccccc12	0	783	10%
S=c1[nH]c2ccccc2n1Cc1ccccc1	-1	783	3%
Cc1noc(C)c1S(=O)(=O)Nc1cccc(C(F)(F)F)c1	-4	884	1%
O=C(NCCCN1CCOCC1)c1onc(CSc2nc3ccccc3[nH]2)c1C(=O)NCCCN1CCOCC1	1	774	-2%
COc1ccccc1N1CCN(C(=O)C2CCN(S(=O)(=O)c3ccc4c(c3)CC(C)N4C(=O)C3CC3)CC2)CC1 (configuration not stated)	-1	697	27%
CC(=O)NCCc1nc2cc(NC(=O)c3ccccc3Cl)ccc2n1C	2	727	-10%
COc1cccc(CN2CCN(Cc3cc4ccccc4o3)CC2CCO)c1 (configuration not stated)	-3	782	-5%
O=C(/C=C/c1cccc(C(F)(F)F)c1)N1CCN(c2ccccn2)CC1	3	720	10%
COc1cc(C(=O)N2CCN(C(=O)c3cccc4ccccc34)CC2)cc(OC)c1OC	3	813	13%
Cc1ccc(N(CC(=O)NC(C)C)C(=O)CCC(=O)Nc2nccs2)cc1	-2	808	2%
Cc1ccc(-n2ccn(CC(=O)NCCc3ccccc3)c(=O)c2=O)cc1C	18	762	7%
CC(CNC(=O)c1ccc(OC2CCN(Cc3ccccn3)CC2)cc1)c1ccccc1 (configuration not stated)	-38	666	5%
N#Cc1cccc(NC(=O)Cn2cnc(S(=O)(=O)N3CCCC3)c2)c1	-79	749	-2%
CC(Oc1ccc2c(-c3ccccc3)cc(=O)oc2c1)C(=O)N[C@H](Cc1c[nH]c2ccccc12)C(=O)O (some centres not stated)	-5	811	10%
COc1ccc(CCNC(=O)C2CCCN2C(=O)Nc2ccc(Cl)cc2)cc1OC (configuration not stated)	-10	822	23%
O=C(NCc1ccc(F)cc1)NC(=O)c1ccc(Cl)cc1	-12	653	-12%
O=C(c1cccs1)N1CCN(C23CC4CC(CC(C4)C2)C3)CC1	-3	683	-28%
Cc1c(C(=O)N2CCCCC2)c(S(=O)(=O)N2CCN(c3ccccc3F)CC2)c(C)n1C	3	695	10%
Cc1ccc(CCNC(=O)CN2C(=O)COc3ccc(S(=O)(=O)N4CCOCC4)cc32)cc1	-7	700	-6%
C=CCN1C(=O)c2ccc(C(=O)N(C)CC(=O)Nc3cccc(F)c3)cc2C1=O	-4	661	4%
Cc1nn(CC(=O)N2CCN(c3ccccn3)CC2)c(=O)c2cc3sccc3n12	12	662	22%
Cc1cccc(NC(=O)CSCC(=O)Nc2cc(S(=O)(=O)N3CCOCC3)ccc2N2CCCC2)c1	-3	828	-5%
CCCc1cc(=O)oc2cc(OCC(=O)Nc3ccc(CN4CCOCC4)cc3)c(Cl)cc12	-1	636	30%
COc1cc(C(=O)Nc2ccc(C(=O)c3cccs3)cc2)cc(OC)c1OC	0	863	-29%
CCOc1ccccc1N1CCN(C(=O)c2ccc3c(c2)OCO3)CC1	-13	712	-14%
COc1cc(/C=C2\C(=N)N3N=C(C)SC3=NC2=O)cc(OC)c1OCCOc1ccccc1C	0	773	9%
CCC(=O)Nc1c(-c2ccccc2Cl)c(=O)c2ccccc2n1C	-1	853	-36%
N#C/C(=C\c1c(N2CCCCCC2)nc2ccccn2c1=O)C(N)=O	1	847	3%
COc1cc(/C=C/C(=O)c2ccc3c(c2)OCCO3)cc(OC)c1OC	-4	823	-62%
Cc1cc(C)cc(N2C(N)=NC(N)=NC2c2cccc(Cl)c2)c1 (configuration not stated)	2	631	-14%
CC(CN1CCC(n2nccc2NC(=O)c2ccccc2Cl)CC1)c1ccccc1 (configuration not stated)	15	870	-9%
CCCC1=Nc2cc(C(=O)NCCN3CCOCC3)ccc2Sc2ccccc21	-1	784	6%
COc1ccc(NC(=O)N2CCCc3cc(C)ccc32)c(OC)c1	1	798	10%
CC1CN(C(=O)c2ccc(S(=O)(=O)Nc3ccccc3Cl)cc2)CC(C)O1 (configuration not stated)	-1	856	-17%
NS(=O)(=O)c1ccc(-n2nncc2-c2ccco2)cc1	7	835	-25%
CCC(Oc1ccccc1)C(=O)Nc1ccccc1C(=O)N1CCOCC1 (configuration not stated)	-15	635	6%
CN(CC(=O)Nc1ccccc1Br)C(=O)c1ccc(COc2ccccc2)cc1	-19	595	-2%
CCOC(=O)C1CCN(C(=O)CNC(=O)c2nn(-c3ccc(OC)cc3)c(=O)c3ccccc23)CC1	7	842	-22%
COc1cc(/C=C2/C(=O)N(c3ccc(C(=O)O)cc3)N=C2C)cc(OC)c1O	7	833	12%
COCCn1c(SCC(=O)Nc2ccccc2OC)nc2ccccc2c1=O	-12	825	17%
COc1ccc(NC(=O)CN2C(=O)NC(C)(c3ccccc3)C2=O)c(OC)c1 (configuration not stated)	-3	816	-18%
CN(C)CCCN(C(=O)C1=COCCO1)c1nc2ccc(Br)cc2s1	-10	789	0%
CC(=O)Nc1ccc(NC(=O)CC(c2ccccc2)c2ccccc2)cc1	9	845	9%
Remaining list, next part:
SMILES	Lipid droplet	Lipid droplet cells 6.5 µM	NOD2 inhibition
CCCCCCCNC(=O)C1(CC2CC(c3ccc(Cl)cc3)=NO2)CCN(C(=O)c2ccccc2)CC1 (configuration not stated)	0	771	-42%
CSc1nc(O)c(C(c2ccc(O)cc2)c2c(O)nc(SC)[nH]c2=O)c(=O)[nH]1	13	851	-2%
Fc1ccccc1-c1n[nH]c(=S)n1C1CC1	-4	752	9%
O=C(O)c1cc2cccc(S(=O)(=O)N3CCCCC3)c2cc1O	17	789	-6%
O=C(OCc1ccccc1)c1cnc(Cl)c(Cl)c1	1	801	-3%
COc1ccccc1/C=N/NC(=O)c1ccc(C)nc1	-5	793	-1%
COc1ccc(S(=O)(=O)NCc2cccnc2)cc1C(=O)N1CCCCC1	8	778	12%
COc1ccc2ccccc2c1/C=N/Nc1ccc(Cl)c(C(=O)O)c1	-6	708	6%
COc1cccc(N2CCN(C(=O)c3ccc(CS(=O)c4ccc(C)cc4)o3)CC2)c1 (configuration not stated)	-181	344	21%
O=C(CCCCCn1c(=S)[nH]c2cc3c(cc2c1=O)OCO3)NCCc1ccccc1	-2	680	14%
Cc1ccsc1/C=C1/SC(=O)N(CC(=O)N2CCCC2)C1=O	1	834	17%
NC(=O)c1ccc[n+](CC(=O)Nc2ccccc2C(=O)O)c1	1	833	11%
O=C1CCC(C(=O)N2CCC(O)(c3ccccc3)CC2)CN1CCc1ccccc1 (configuration not stated)	-1	604	5%
COc1ccccc1CN1CCNC(=O)C1CC(=O)NC1CCCCCC1 (configuration not stated)	1	861	7%
Cc1ccc(NC(=O)NC(=O)c2ccccc2)cc1F	0	789	-24%
Cc1ccc2c(C(=O)CN3CCCC(C)C3)c(C)[nH]c2c1 (configuration not stated)	4	803	21%
CCn1c(CNC(=O)c2ccco2)nnc1SCCOc1ccccc1	-1	749	2%

Among those listed so far, 12 have an NH in an aromatic ring:
SMILES	Lipid droplet	Lipid droplet cells 6.5 µM	NOD2 inhibition
CCn1c(=S)sc2c(=O)[nH]c(SCC(=O)Nc3cc(OC)ccc3OC)nc21	11	732	3%
COc1cccc(Oc2ccc(C(F)(F)F)cc2NC(=O)CCc2nc3ccccc3c(=O)[nH]2)c1	-8	886	13%
CC(C)C[C@H](NC(=O)c1nc[nH]c1C(=O)N[C@@H](CCCCNC(=O)OC(C)(C)C)C(=O)OC(C)(C)C)C(=O)OCc1ccccc1	-2	887	-1%
Cc1ccc(N2CC(C)Cn3c2nc2c3c(=O)[nH]c(=O)n2C)cc1C (configuration not stated)	-12	783	14%
C/C(=N/NS(=O)(=O)c1ccccc1)c1c[nH]c2ccccc12	0	783	10%
S=c1[nH]c2ccccc2n1Cc1ccccc1	-1	783	3%
O=C(NCCCN1CCOCC1)c1onc(CSc2nc3ccccc3[nH]2)c1C(=O)NCCCN1CCOCC1	1	774	-2%
CC(Oc1ccc2c(-c3ccccc3)cc(=O)oc2c1)C(=O)N[C@H](Cc1c[nH]c2ccccc12)C(=O)O (some centres not stated)	-5	811	10%
CSc1nc(O)c(C(c2ccc(O)cc2)c2c(O)nc(SC)[nH]c2=O)c(=O)[nH]1	13	851	-2%
Fc1ccccc1-c1n[nH]c(=S)n1C1CC1	-4	752	9%
O=C(CCCCCn1c(=S)[nH]c2cc3c(cc2c1=O)OCO3)NCCc1ccccc1	-2	680	14%
Cc1ccc2c(C(=O)CN3CCCC(C)C3)c(C)[nH]c2c1 (configuration not stated)	4	803	21%

Source: PubChem (Sanford-Burnham Center for Chemical Genomics)
